# CAL PDZ FP-1: human CAL PDZ-peptide interaction inhibition | Q9HD26 | purified CAL PDZ, TMR-peptide fluorescence polarization, 1 h | inhibition, % at 20 µM | hit rate 0.02% among 330,000 | AID 504414;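 active = highest replicate inhibition of at least 40%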;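 note: plate controls were DMSO neutral control wells for no effect and unlabeled competitor peptide control wells for full effect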
#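 Test system: tagged CAL PDZ domain / Buffer or medium: sodium phosphate/NaCl buffer pH 7.4 with TCEP, IgG, Thesit / Reagent: TMR-labelled reporter peptide T*-PRC34 bound in PDZ groove / Compound dosing: single point, 20 µM / Schedule: 1 h incubation at room temperature before polarization reading / Technique: fluorescence polarization (mP) / Benchmarks: unlabelled peptide, DMSO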
# LANA DNA inh: inhibitors of KSHV LANA C-terminal domain DNA binding | MBP-C-LANA/FAM-LBS DNA binding, fluorescence polarization | inhibition, % at 9 µM | hit rate 0.078% among 340,000;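 active = highest replicate inhibition at or above 60% at 9 µM, even if other replicates fall short; inactive = all replicates below 60% inhibition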;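 note: 0% = neutral control wells and 100% = 4 µM acridine orange control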
# V-ATPase pH: regulators of yeast V-ATPase proton transport; S. cerevisiae, pHLuorin cytosolic pH fluorescence; response, % at 10 µM; hit rate 0.37% among 350,000; in the data active = response mostly above about 7.3%, no sharp cut-off; inactive = mostly below about 5.4%; note: actives read high; inactives centre near 0; some compounds called inactive have numbers as strong as hits
# NSD2 HMT inh: NSD2 (human) methyltransferase inhibition; O96028; NSD2 peptide methylation, AlphaScreen, 120 min; inhibition, % at 12.5 µM; hit rate 0.54% among 310,000; in the data active = inhibition above about 50%
# DAGLB inhibitor: diacylglycerol lipase beta (human) inhibition. Q8NCG7. HEK293T DAGLB membrane lysate, EnzChek fluorogenic substrate. inhibition, % at 5.17 µM. hit rate 0.059% among 340,000. AID 504411; in the data active = inhibition above about 34%;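 note: 0% = enzyme with vehicle and 100% = wells lacking enzyme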
# Arr AP2 block: human beta-arrestin and AP2 interaction inhibition | FITC-arrestin peptide / GST-AP2 beads, flow cytometry; AP2 beta2 appendage carries R879A mutation | AID 504490 | hit rate 0.31% among 340,000 | inhibition, % at 10 µM;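 active = inhibition above a set limit, near 3 SD of compounds lacking own fluorescence, cut at about 54% in these data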;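 note: plate controls were DMSO wells for no effect and 5 µM unlabelled arrestin peptide for full effect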
#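 System: GST-AP2 R879A glutathione beads | Also added: FITC-arrestin peptide, 50 nM | Times: 12 min plus 1 h, RT | Signal: Bead flow cytometry, FITC channel | Buffer or medium: PBS with 0.05% Tween 20 and 0.1% BSA | Read-out basis: Percent drop in bead-associated FITC signal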
# RTF Ca sens inh: cardiac RTF calcium desensitization | P19429+P45379 | IANBD-labeled cardiac RTF, Ca2+ fluorescence | inhibition, % at 7.15 µM | hit rate 0.12% among 340,000 | AID 493244;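 active = inhibition above the mean inhibition of all tested compounds plus 3 SD, cut at about 17% in these data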;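 note: assay run at fixed EC70 calcium of 1.6 mM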
# Pemphigus Ab inh: inhibitors of pemphigus antibody binding to human desmoglein-3 | DSG3-coupled beads, scFv-anti-DSG3-GFP binding, flow cytometry; hits give low values | binding (percent of control), % at 10 µM | hit rate 0.48% among 310,000;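 active = binding more than 3 SD below its plate's average and above zero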;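 note: hits lower antibody fragment binding to DSG3; some compounds called inactive have numbers as strong as hits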
# Target sequence (P32926 whole entry, looked up, the tested form may be a part): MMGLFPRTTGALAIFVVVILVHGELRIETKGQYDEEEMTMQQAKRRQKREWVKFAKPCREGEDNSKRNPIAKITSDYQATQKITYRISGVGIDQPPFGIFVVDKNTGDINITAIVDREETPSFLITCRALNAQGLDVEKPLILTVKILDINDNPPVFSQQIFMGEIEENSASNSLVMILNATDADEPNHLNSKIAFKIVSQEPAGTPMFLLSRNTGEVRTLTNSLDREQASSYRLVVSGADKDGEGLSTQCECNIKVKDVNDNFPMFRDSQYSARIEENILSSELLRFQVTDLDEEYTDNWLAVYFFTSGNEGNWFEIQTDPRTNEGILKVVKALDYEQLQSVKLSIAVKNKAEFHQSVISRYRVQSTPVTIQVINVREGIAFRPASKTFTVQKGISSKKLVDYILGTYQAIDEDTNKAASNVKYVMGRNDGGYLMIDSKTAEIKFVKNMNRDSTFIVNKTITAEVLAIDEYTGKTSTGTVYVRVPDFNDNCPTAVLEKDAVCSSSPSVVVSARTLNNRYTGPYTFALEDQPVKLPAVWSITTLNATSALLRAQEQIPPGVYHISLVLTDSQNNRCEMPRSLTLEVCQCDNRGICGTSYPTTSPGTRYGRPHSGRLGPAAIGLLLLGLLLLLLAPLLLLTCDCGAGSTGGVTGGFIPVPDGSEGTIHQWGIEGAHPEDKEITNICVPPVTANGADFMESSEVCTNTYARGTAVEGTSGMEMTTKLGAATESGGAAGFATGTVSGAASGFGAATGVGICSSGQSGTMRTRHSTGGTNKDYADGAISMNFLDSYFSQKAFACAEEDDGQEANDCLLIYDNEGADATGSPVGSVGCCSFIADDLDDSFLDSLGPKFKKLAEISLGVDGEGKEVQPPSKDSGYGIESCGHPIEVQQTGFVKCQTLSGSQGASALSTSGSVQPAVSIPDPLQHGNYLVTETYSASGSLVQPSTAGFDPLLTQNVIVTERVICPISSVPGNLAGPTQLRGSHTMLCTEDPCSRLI
# Keap1-Nrf2 PPI: Keap1-Nrf2 (human) interaction inhibition; Q14145; Keap1 Kelch-Nrf2 peptide fluorescence polarization, 1536-well; inhibition, % at 9.4 µM; hit rate 0.15% among 340,000; AID 504523; in the data active = inhibition above about 12%;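 note: human Keap1 Kelch domain with fluorescein labeled Nrf2 9mer peptide probe; 0% = neutral control wells and 100% = peptide positive control; higher means more block of Keap1 binding to Nrf2 peptide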
# CAL PDZ FP-2: blocks peptide binding to the human CAL PDZ domain. Q9HD26. purified CAL PDZ, TMR-peptide fluorescence polarization, 1 h. inhibition, % at 24.9 µM. hit rate 0.92% among 300,000. AID 602252;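 active = mean inhibition of at least 30% with at least half of replicates also reaching 30%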;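 note: 0% = DMSO neutral control and 100% = excess unlabeled competitor peptide PRC23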
# The depositor's hits bear a star; x = not tested or not shown. Only part of the results is shown; rates above refer to the full screens.
# The line under a structure holds: CAL PDZ FP-1	LANA DNA inh	V-ATPase pH	NSD2 HMT inh	DAGLB inhibitor	Arr AP2 block	RTF Ca sens inh	Pemphigus Ab inh	Keap1-Nrf2 PPI	CAL PDZ FP-2
1. O=C(CN(C(=O)c1csnn1)c1cccc(Cl)c1)NC1CCCCC1
    -2.4	0.2	-2	0	0	2	-7	x	0	-1
2. COc1ccccc1C(=O)NC(=O)COC(=O)Cc1n[nH]c(=O)c2ccccc12
    -4.0	1.4	0	7	-1	4	-5	103	-2	3
3. CC1CCN(C(=S)NC(=O)c2ccccc2)CC1
    0.7	3.5	1	-1	-1	15	2	96	-3	-3
4. CCn1nc(C)c(CNC(=O)C2CCC(=O)N(Cc3ccc(Cl)cc3)C2)c1C (stereo not given)
    -1.5	1.3	-3	-2	0	-9	-5	105	7	-3
5. CN(C)N1C(=O)CC(C)(c2ccc([N+](=O)[O-])cc2)C1=O (stereo not given)
    0.0	0.9	-2	x	1	-4	0	102	-2	-2
6. CCOC(=O)C(NC(=O)c1ccccc1)(OCc1ccc(F)cc1)C(F)(F)F (stereo not given)
    -0.3	-0.4	1	-3	-4	-1	-13	102	0	0
7. CCN(CC)c1cc(C)c2cc(NC(=O)c3cccs3)ccc2n1
    -1.7	x	0	33	-1	9	2	115	-7	-3
8. COC(=O)C(OC(=O)c1ccc(OC)cc1)C(=O)OC
    -2.3	-0.1	0	-4	-2	27	-7	96	0	-2
9. Cc1c(/C=N\NC(=O)C2COc3ccccc3O2)c2ccccc2n1C (stereo not given)
    -1.6	-0.9	1	-1	1	x	4	105	-7	-1
10. COc1cc(C#Cc2c(-c3cncn3C)n(C)c3ccc(-c4ccc(OC)nc4)cc23)cc(OC)c1
    -0.4	0.1	-1	x	-1	15	-1	105	-5	-5
11. O=S(=O)(Cc1ccccc1)N1CCCc2ccccc21
    -2.7	0.2	-4	-4	-2	7	-6	90	-5	-3
12. CC(Sc1ncn[nH]1)C(=O)NCc1ccccc1 (stereo not given)
    -0.5	1.4	-2	-4	0	23	0	101	-3	x
13. CCOc1ccc(NC(=O)c2cccc(-n3cnnn3)c2)cc1
    -0.3	-0.6	-2	0	0	-6	-5	109	-6	x
14. O=C(/C=C\c1cccs1)c1c(O)ccc2ccc(=O)oc12
    -1.1	-1.0	6	-1	2	-7	-6	99	4	-5
15. Cc1coc2c(C)c3oc(=O)c(CCC(=O)NCc4ccccn4)c(C)c3cc12
    -1.1	0.0	-1	x	1	1	2	102	-8	4
16. CC(C)CCn1nnnc1CN1CCN(C(c2ccccc2)c2ccccc2)CC1
    -0.1	-0.4	2	1	-8	-13	-11	214	3	x
17. CC1CCc2c(C(=O)Nc3ccccn3)csc2C1 (stereo not given)
    -1.8	1.1	9	0	-5	15	-10	102	-1	-1
18. COc1ccc(C(=O)CSc2nnc(CNC(=O)c3ccccc3F)n2C)cc1OC
    0.5	0.5	0	4	-2	25	-7	x	0	-5
19. CC(C)N=C1SC(CC(=O)Nc2ccccc2)C(=O)N1C(C)C (stereo not given)
    -0.4	-0.7	3	4	-1	39	-3	94	2	0
20. N#CCC(=O)Nc1ccc(C(=O)OCC(=O)Nc2sc3c(c2C#N)CCCC3)cc1
    -3.6	1.5	-8	-1	0	0	0	94	-4	-2
21. COc1ccc(N2CCc3c(C)nc4c(OC)cccc4c32)cc1
    -2.3	-11	-6	x	2	-2	-6	96	-13	-2
22. COc1ccc(C)cc1NC(=O)C(=O)NNC(=O)COc1ccc(Cl)cc1
    -0.2	-0.1	-1	-4	5	-1	-3	105	0	x
23. COc1cc(/C=C2\SC(=Nc3ccccc3)N(Cc3ccco3)C2=O)ccc1OC(C)C(=O)O (stereo not given)
    -3.1	1.2	7	9	2	25	2	90	-3	-5
24. Cc1c(NC(=O)/C(=C/c2cccs2)NC(=O)c2ccccc2)c(=O)n(-c2ccccc2)n1C
    0.2	1.3	5	-3	-1	-1	-4	103	-3	-1
25. COc1c2c(cc3oc(CO[C@@H]4O[C@H](CO)[C@@H](O)[C@H](O)[C@H]4O)cc(=O)c13)O[C@H](C(C)(C)O)C2
    0.5	1.5	-1	x	-2	10	2	102	1	-1
26. O=C(NCc1ccccc1)C1=C[C@H](C2CC2)C[C@H](OCc2ccc(CO)cc2)O1
    -0.2	-1.1	-2	x	-1	-1	1	100	-7	-6
27. O=C(CCc1nc2ccccc2c(=O)[nH]1)OCc1nnc(-c2ccccc2)o1
    -0.4	-0.8	1	-1	-1	-9	-10	103	-3	-3
28. O=C(NC(Cc1ccccc1)C(=O)O)/C(=C/c1cccc(Br)c1)NC(=O)c1ccco1 (stereo not given)
    0.4	0.9	3	-3	0	-9	-17	115	0	-2
29. COc1ccc(/C(C)=N/NC(=O)c2ccccc2OCc2ccccc2)c(OC)c1
    -1.2	-0.6	4	-3	-1	-6	6	94	-2	-1
30. COc1ccc2c(c1)c(C(=O)N/N=C/c1ccc(OC)c(OC)c1)c(C)n2C
    -0.4	-0.1	7	-1	4	13	-5	102	-3	-2
31. N#CC1=C(N)NC(=S)C(C(N)=O)C1c1ccc([N+](=O)[O-])cc1 (stereo not given)
    0.0	1.2	2	2	5	-28	1	x	-3	1
32. COc1ccccc1C(=O)NCCC(=O)N(C)CC(=O)Nc1ccccc1Br
    -0.7	0.0	-1	-3	5	-3	-1	95	3	5
33. O=c1c2ccccc2[nH]c(=S)n1CCc1ccccc1
    0.0	-1.4	7	2	-3	-8	-10	78	0	0
34. COc1ccc(CCN2CC(C#N)=C3c4cc(OC)c(OC)cc4CCN3C2)cc1OC
    1.0	0.1	0	x	3	1	-5	105	-2	x
35. CCCCn1c(CCC)nc([N+](=O)[O-])c1Sc1ccc(Cl)cn1
    -1.6	0.1	-2	-1	-3	-16	-4	102	3	4
36. COc1ccc(Cl)cc1C(Nc1cccnc1)c1ccc2cccnc2c1O (stereo not given)
    -1.5	-0.9	-1	-1	9	15	5	105	-54	5
37. COc1ccc(OC)c(NC(=O)C(=O)NNC(=O)COc2ccc(Br)cc2C)c1
    0.3	-0.6	-1	9	3	-1	-2	103	0	x
38. NC(=O)CSCc1cccc(Br)c1
    -0.3	-2.0	5	-3	-1	2	5	x	-1	-2
39. O=C(COc1coc(CN2CCc3ccccc3C2)cc1=O)N1CCOCC1
    0.0	0.6	7	3	-6	-4	2	110	0	-1
40. CN(CC(=O)NCc1ccc(F)cc1)CC(=O)Nc1ccc(Cl)c(C(F)(F)F)c1
    0.1	-1.5	2	-1	2	9	-3	95	8	x
41. CC(=O)N1CC=CC1(CC(C)C)C(=O)NCc1cc(F)cc(C(F)(F)F)c1 (stereo not given)
    0.9	0.6	2	x	2	-4	9	103	-3	-4
42. Cc1cc(N2C(=O)C(O)=C(C(=O)c3cccs3)C2c2ccc(F)cc2)no1 (stereo not given)
    0.6	-0.7	0	-2	5	9	1	119	-2	23
43. O=C(CC1CC2CCC1C2)Nc1nc(-c2ccccn2)cs1 (stereo not given)
    -1.7	0.0	-1	0	-1	17	-2	97	-5	1
44. Cc1ccc(N=C(NOCc2ccc(Cl)cc2Cl)c2nonc2N)c(C)c1
    -2.2	-0.1	2	3	-19	-7	-8	121	-5	-10
45. CC(OC(=O)c1cnccn1)C(=O)c1ccccc1 (stereo not given)
    -0.7	-0.3	-1	0	-2	31	-9	100	2	-3
46. COc1ccc(C(=O)NC(=S)Nc2nc(C)c(C(=O)N(C)C)s2)cc1
    -0.8	0.5	1	0	0	24	0	110	-2	-2
47. COc1ccc(C2NC(=O)CCC2[N+](=O)[O-])cc1OC (stereo not given)
    -0.9	6.4	1	-1	1	0	-5	97	-7	-2
48. CC(NC(=O)COC(=O)/C=C/c1ccco1)c1ccccc1 (stereo not given)
    -1.0	-0.3	1	4	-1	6	-6	97	1	-4
49. O=C(Nc1nc2ccc(Cl)cc2s1)[C@@H]1CCCN1C(=O)c1cccs1
    -2.9	0.4	1	1	3	0	-8	98	-11	-2
50. O=C(O)CCNc1ccc(Cl)cc1
    0.4	2.7	0	1	1	9	6	111	-6	-3
51. Cn1c2ccccc2c2nnc(SCC(=O)NC3CCCC3)nc21
    1.1	0.4	0	2	-2	1	-17	114	-4	-1

# Structural class: the entries above with a thiophene ring, fused or not.
# The line under a structure holds: CAL PDZ FP-1	LANA DNA inh	V-ATPase pH	NSD2 HMT inh	DAGLB inhibitor	Arr AP2 block	RTF Ca sens inh	Pemphigus Ab inh	Keap1-Nrf2 PPI	CAL PDZ FP-2
7. CCN(CC)c1cc(C)c2cc(NC(=O)c3cccs3)ccc2n1
    -1.7	x	0	33	-1	9	2	115	-7	-3
14. O=C(/C=C\c1cccs1)c1c(O)ccc2ccc(=O)oc12
    -1.1	-1.0	6	-1	2	-7	-6	99	4	-5
17. CC1CCc2c(C(=O)Nc3ccccn3)csc2C1 (stereo not given)
    -1.8	1.1	9	0	-5	15	-10	102	-1	-1
20. N#CCC(=O)Nc1ccc(C(=O)OCC(=O)Nc2sc3c(c2C#N)CCCC3)cc1
    -3.6	1.5	-8	-1	0	0	0	94	-4	-2
24. Cc1c(NC(=O)/C(=C/c2cccs2)NC(=O)c2ccccc2)c(=O)n(-c2ccccc2)n1C
    0.2	1.3	5	-3	-1	-1	-4	103	-3	-1
42. Cc1cc(N2C(=O)C(O)=C(C(=O)c3cccs3)C2c2ccc(F)cc2)no1 (stereo not given)
    0.6	-0.7	0	-2	5	9	1	119	-2	23
49. O=C(Nc1nc2ccc(Cl)cc2s1)[C@@H]1CCCN1C(=O)c1cccs1
    -2.9	0.4	1	1	3	0	-8	98	-11	-2

# Screening data from PubChem BioAssay.
